# JMJD2A Tudor: blocks the human JMJD2A Tudor domain. Potency, µM (highest dose often 114 µM), without a hit: at the top dose activity change, negative = inhibition, most hits filed as inhibitors. AlphaScreen JMJD2A-Tudor / H3K4me3 peptide binding. AID 504339. actives 4.4% (n = 390,000); further: potency means the concentration at half of the fitted maximal effect; on the % scale 0 is the no-effect control and ±100 the full control effect; nearly all actives have a fitted effect of over 50% in size
# HP1b chromo inh: HP1-beta chromodomain-methylated histone interaction inhibition | P83916 | AlphaScreen HP1-beta / biotin-H3K9me3 peptide binding | Potency, µM (titrated, usually from 114 µM), for the others: at the highest dose activity change, negative = inhibition, actives largely listed as inhibitors | actives 0.56% (n = 390,000); further: potency means the concentration at half of the fitted maximal effect; nearly all actives have a fitted effect of over 70% in size; inactives centre near 23
#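 Compound inhibition of the preformed complex between 50 nM HP1-beta and 50 nM biotinylated H3K9me3 peptide was read by AlphaScreen. Buffer was PBS pH 7.4 with 0.01% Tween-20. Incubations ran 30 min at room temperature, with 10 ug/mL donor/acceptor beads.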
# BAZ2B block: blocks human BAZ2B; AlphaScreen BAZ2B-H3K14Ac peptide displacement; Potency, µM (top dose mostly 114 µM), for the others: at the highest dose activity change, negative = inhibition, most hits filed as inhibitors; actives 4.4% (n = 360,000); further: potency means the concentration at half of the fitted maximal effect; on the % scale 0 is the no-effect control and ±100 the full control effect; nearly all actives have a fitted effect of over 60% in size
#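 BAZ2B 50 nM plus b-H3(5-23)K14Ac 50 nM, PBS pH 7.4/0.01% Tween-20, 30 min RT; compound added (max 110 uM), 30 min RT; streptavidin donor/Ni-chelate acceptor beads 10 ug/mL final, 20 min dark; AlphaScreen read.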
# Pin1 inh: inhibitors of human Pin1; Potency, µM (top dose mostly 115 µM), inactives show at the highest dose activity, negative = inhibition, usual class: inhibitors; Q13526; Pin1 FP peptide displacement, HiFluor488, 10 min; actives 0.009% (n = 390,000); active means well fitted inhibition curve with a large enough effect in the polarisation, with a control signal flat, not every such curve was filed as active; inconclusive means small, poorly fitted or top-dose-only effect, or effect the other way, or a change in a side signal; inactive means no such curve, though single readings can be large or run the other way; the % refers to the polarisation; further: potency means the concentration at half of the fitted maximal effect; on the % scale 0 is the no-effect control and ±100 the full control effect
# POLH inh: inhibitors of human DNA polymerase eta. Q9Y253. recombinant Pol eta, fluorescent DNA replication assay. Potency, µM (series often up to 114 µM), inactives show at the highest dose activity change, negative = inhibition, hits mostly inhibitors. actives 1.2% (n = 390,000). AID 588591; further: potency means the concentration at half of the fitted maximal effect; on the % scale 0 is the no-effect control and ±100 the full control effect
#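 Fluorescent replication assay: 50 nM final substrate added after a 15 min room-temperature compound preincubation with 10 nM enzyme. Signal taken at 0 min and again at 10 min.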
# PGK inhibitor: blocks T. brucei phosphoglycerate kinase; PGK/GAPDH coupled, Kinase-Glo luminescence, 60 min; AID 602233; Potency, µM (titrated, usually from 57.5 µM), for inactives: at the highest dose activity change, negative = inhibition, actives largely listed as inhibitors; actives 0.043% (n = 380,000); further: potency means the concentration at half of the fitted maximal effect; on the % scale 0 is the no-effect control and ±100 the full control effect; nearly all actives have a fitted effect of over 60% in size
#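 Luminescent ATP detection (Kinase-Glo Plus) follows a 60-minute room-temperature incubation, with wells lacking PGK as controls. Buffer: 100 mM TEA (pH 7.6), 5 mM MgCl2, 0.01% Tween-20. Coupling enzyme GAPDH (100 nM final) supplies unstable 1,3-BPG in-well.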
# GLS inh: glutaminase GLS (human) inhibition. GLS enzymatic activity, qHTS titration. Potency, µM (doses to about 45.5 µM), inactives show at the highest dose activity change, negative = inhibition, most hits filed as inhibitors. actives 0.21% (n = 410,000). O94925; further: potency means the concentration at half of the fitted maximal effect; on the % scale 0 is the no-effect control and ±100 the full control effect
#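 Glutamate formation by hKGA was monitored fluorometrically using coupled glutamate oxidase, HRP and Amplex Red. Substrate was added as 1 mM L-glutamine solution; incubation was 30 min at RT after an initial read.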
# PI4K2A inh: PI4K2A (human) kinase inhibition | Q9BTU6 | purified PI4K2A, ADP-Glo luminescence, 1 h; stronger effect = lower value | activity change, negative = inhibition, % at 76.9 µM | actives 0.13% (n = 420,000) | AID 1346378; in the data active means activity change below about -50%; inconclusive means mostly about -30% to -49%;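 further: -100% = wells without enzyme as full effect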
#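 Compounds are screened against recombinant PI4K2A using PI as substrate and ATP, the latter dispensed at 300 microM. Reactions run one hour at ambient temperature before ADP-Glo detection; full inhibition defined by wells lacking enzyme.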
# G9a inh: G9a (human) methyltransferase inhibition. Q96KQ7. G9a H3K9 monomethylation, AlphaScreen, 2 h. Potency, µM (titrated, usually from 102 µM), for inactives: at the highest dose activity, negative = inhibition, most hits filed as inhibitors. actives 8.8% (n = 350,000); further: potency means the concentration at half of the fitted maximal effect; on the % scale 0 is the no-effect control and ±100 the full control effect; nearly all actives have a fitted effect of over 75% in size
#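 AlphaScreen read-out: biotin-H3K9 peptide (500 nM) methylation by 20 nM enzyme with 20 uM SAM, 2 h at room temperature after 15 min compound preincubation; anti-monomethyl H3K9 antibody plus donor/acceptor beads, 10 min dark.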
# * = called active by the depositor; i = inactive; ? = inconclusive; nt = not tested or not shown; [ ] = remark or other dose. Unless noted, the call rests on the fitted dose curve; in most records, active means well fitted curve in the direction sought with a large enough effect; inconclusive means small, poorly fitted or top-dose-only effect, or another doubt; inactive means no such curve, though single readings can be large; an effect the other way counts as inactive or inconclusive.
PGK inhibitor	Pin1 inh	GLS inh	G9a inh	JMJD2A Tudor	BAZ2B block	PI4K2A inh	HP1b chromo inh	POLH inh	Molecule
-0.6%	28.4%	-3.1%	0.6%[59 µM]	-6.5%	2.3%	-0.1	26.0%[57 µM]	-3.2%	Cc1ccccc1CNC(=O)c1ccc(NC(=O)c2nsc3ccccc23)cc1
-5.5%	15.7%	7.4%	-28.2%[59 µM]	-12.3%	8.7%	5.5	26.3%	-8.7%	COc1ccc(Cl)cc1NC(=O)CCS(=O)(=O)c1nc(-c2cccs2)cc(C(F)(F)F)n1
nt	10.7%	-10.3%	-35.6%[59 µM]	-20.8%	?	2.4	16.4%	nt	Clc1cccc(N2CCN(c3c4c(nc5nncn35)CCC4)CC2)c1
-12.9%	-3.2%	3.6%	-3.0%	-19.9%	-2.7%	-2.5	40.4%[activator]	-9.5%	O=C(NCc1cccnc1)c1nnc(Cc2ccc(F)cc2)o1
i	32.0%[activator]	-10.4%	10.0%[59 µM]	-25.7%	-10.3%	-2.9	23.8%	?	CCCCCCOc1ccc(NC(=O)CC2C(=O)N(CC)C(=S)N2Cc2ccco2)cc1 (stereo not drawn)
-6.9%	4.3%	-8.6%	42.2%	0.0%	8.8%	-2.1	?	-18.0%	COCCNC(=O)CSc1ccc(-c2nc3ccccc3[nH]2)cn1
-4.8%	-6.1%	-2.3%	nt	-13.9%	nt	9.8	3.3%	-7.0%	O=C(/C=C/c1cccc([N+](=O)[O-])c1)OCC(=O)N1CCN(C(=O)c2ccco2)CC1
-4.9%	1.4%	0.0%	50.1µM*	-23.1%	5.6%	-3.1	23.2%	-5.9%	Cc1onc(-c2ccccc2Cl)c1C(=O)Nc1nnc(C(C)C)s1
-7.8%	25.8%	-12.1%	-10.4%[59 µM]	?	-6.9%	5.2	8.7%	-1.5%	CCN(CC(=O)Nc1ccc2c(c1)OCCO2)c1nc(-c2cccnc2)nc2ccccc12
-7.3%	1.8%	0.0%	17.8µM*	-3.7%	-19.4%	2.1	-0.6%	1.8%	CCN(CC)C(=O)c1sc(NC(=O)c2c(OC)cccc2OC)c(C#N)c1C
-10.2%	0.8%	-5.5%	-1.3%[59 µM]	-5.8%	-1.9%	0.8	8.2%	-19.1%	CCOC(=O)c1c(C)[nH]c(C)c1S(=O)(=O)N(C)CC(=O)Nc1cccc(C(F)(F)F)c1
nt	2.4%	6.4%	8.1%[59 µM]	2.0%	2.1%	-1.2	43.0%[activator]	nt	Cc1cc(F)ccc1Nc1nc2ccccc2n2nnnc12
-7.4%	-2.9%	0.5%	31.8%	8.9%	-25.0%	-4.8	23.2%	-16.4%	CCOc1ccc(-c2c(C(=O)N/N=C/c3ccc(Cl)cc3)nnn2-c2nonc2N)cc1
-2.4%	-0.1%	1.0%	?	2.1%	3.5%	2.1	56.7%[activator]	-9.3%	CCn1ncc(CN2CCN(Cc3cccc(OC)c3)C(CCO)C2)c1C (stereo not drawn)
0.2%	-0.5%	-1.2%	10.3%[59 µM]	-1.4%	-0.8%	13.2	42.5%[activator]	-23.2%	N#C/C(=C\c1cccc([N+](=O)[O-])c1)c1nnc2n1CCCCC2
-1.7%	20.9%	24.1%	?	-19.3%	-3.4%	-7.6	37.1%	-23.4%	NC(=O)c1sc2nc(-c3ccco3)ccc2c1N
-3.4%	?	4.0%	-9.4%	-11.7%	7.8%	-3.1	26.2%	-16.1%	CCCCC1(C)OC(=O)C(=Cc2c[nH]c3ccccc23)C(=O)O1 (stereo not drawn)
0.0%	-3.6%	4.5%	7.8%	-19.6%	-6.5%	21.1	17.6%	5.4%	Cc1ccc(-n2nc3c(c2NC(=O)c2ccc4c(c2)OCO4)CS(=O)C3)c(C)c1 (stereo not drawn)
6.8%	0.6%	0.7%	-3.7%	-9.2%	-1.6%	-1.3	9.5%	-4.8%	O=C(CSc1nc(=O)n2ccccc2n1)NCc1ccccc1
-12.7%	-3.7%	3.6%	4.2%[12.7 µM]	-16.0%	-2.8%	-1.4	20.5%	-19.5%	CCOCCSc1nnc2nc(C)cc(C)n12
i	12.3%	-2.9%	-0.7%[59 µM]	-5.7%	3.1%	-2.0	34.3%	-8.7%	O=C(Cn1ncc2c3ccccc3n(Cc3ccccc3)c2c1=O)NCc1cccs1
i	-7.8%	-7.2%	?	-9.9%	6.5%	-0.1	25.4%	-14.8%	O=C(CSC1=NS(=O)(=O)c2cc(Cl)ccc2N1)Nc1ccccc1C(F)(F)F
-6.6%	1.1%	0.5%	?	-27.5%	-23.4%	-2.8	12.9%	1.7%	O=C(CCS(=O)(=O)c1ccccc1)Nc1nc2c(s1)CCCC2
22.2%	0.0%	-0.4%	17.2%	8.2%	1.3%	-1.2	36.8%	-21.6%	COc1ccc(S(=O)(=O)NCCSC(C)(C)C)cc1
-7.0%	21.0%	-3.9%	-5.7%	-6.5%	-20.9%	-1.1	31.0%	-5.9%	COc1ccccc1N(C)S(=O)(=O)c1ccc(C(=O)OC(C)C(=O)NCc2ccc3c(c2)OCO3)cc1 (stereo not drawn)
i	-6.8%	1.4%	2.4%[59 µM]	14.5%	2.2%	8.7	26.5%	-16.5%	CCOC(=O)C1CCCN(C(=O)Cc2ccc(Cl)cc2)C1 (stereo not drawn)
-5.5%	10.8%	6.5%	nt	-32.6%	nt	-1.9	2.8%	-12.3%	C=CCOC(=O)C1=C[C@@H](c2cn(C(C)=O)c3ccccc23)C[C@@H](OCc2ccc(CO)cc2)O1
-9.4%	1.1%	1.2%	33.6%[59 µM]	-6.0%	nt	3.7	9.2%	7.3%	Cc1cccc(NC(=O)C2CCCN(c3nc(C)cc(C)n3)C2)c1 (stereo not drawn)
-1.9%	-2.9%	1.7%	-4.0%[2.33 µM]	-13.4%	-7.9%	-2.6	30.6%	-20.3%	CSc1ncccc1C(=O)Nc1cccc(S(=O)(=O)N2CCCCC2)c1
-0.8%	1.5%	-0.4%	?	?	-37.3%	0.2	?	-19.1%	Nc1ncc(-c2ccccc2)c(-c2ccc(OCc3ccccc3)cc2O)n1

# Overlap with the part before: 5 entries, then new ones.
PGK inhibitor	Pin1 inh	GLS inh	G9a inh	JMJD2A Tudor	BAZ2B block	PI4K2A inh	HP1b chromo inh	POLH inh	Molecule
i	-6.8%	1.4%	2.4%[59 µM]	14.5%	2.2%	8.7	26.5%	-16.5%	CCOC(=O)C1CCCN(C(=O)Cc2ccc(Cl)cc2)C1 (stereo not drawn)
-5.5%	10.8%	6.5%	nt	-32.6%	nt	-1.9	2.8%	-12.3%	C=CCOC(=O)C1=C[C@@H](c2cn(C(C)=O)c3ccccc23)C[C@@H](OCc2ccc(CO)cc2)O1
-9.4%	1.1%	1.2%	33.6%[59 µM]	-6.0%	nt	3.7	9.2%	7.3%	Cc1cccc(NC(=O)C2CCCN(c3nc(C)cc(C)n3)C2)c1 (stereo not drawn)
-1.9%	-2.9%	1.7%	-4.0%[2.33 µM]	-13.4%	-7.9%	-2.6	30.6%	-20.3%	CSc1ncccc1C(=O)Nc1cccc(S(=O)(=O)N2CCCCC2)c1
-0.8%	1.5%	-0.4%	?	?	-37.3%	0.2	?	-19.1%	Nc1ncc(-c2ccccc2)c(-c2ccc(OCc3ccccc3)cc2O)n1
3.5%	?	6.7%	-112.0%[59 µM]	44.7µM*	28.2µM*	3.2	-29.6%	-9.2%	C#CCOCCOCCOCCNc1nc(N2CCN(C(=O)[C@H](Cc3ccc(O)cc3)n3cc([C@@H](N)C(C)CC)nn3)CC2)nc(N2CCN(C(=O)[C@H](Cc3cc4ccccc4[nH]3)n3cc([C@@H](N)C(C)CC)nn3)CC2)n1 (stereo partly drawn)
0.1%	-1.0%	43.2%[activator]	?	17.8µM*	?	-7.4	?	-0.2%	CCCCC1(Br)C(=O)N(c2ccccc2)N(c2ccccc2)C1=O
i	1.6%	-4.3%	nt	-5.0%	nt	-4.4	65.5%[activator]	-7.1%	CC(C)(C)OC(=O)C[C@H]1C/C=C\C[C@@H](CC(=O)N(CCO)Cc2ccccc2)C(=O)N2CCC[C@H]2COC1=O
8.6%	6.4%	-2.6%	2.4%	-11.8%	-0.1%	1.3	20.5%	-6.4%	COc1ccc(OC)c(/C=N\NC(=O)c2ccc(-c3ccccc3)cc2)c1
-3.2%	0.6%	-6.6%	5.9%[59 µM]	5.5%	-0.7%	0.8	38.3%[activator]	-18.3%	O=c1c2c3c(sc2n(Cc2ccccc2F)c(=O)n1-c1ccc(Cl)cc1)CCCC3
i	3.4%	-0.8%	6.0%[59 µM]	-16.0%	7.1%	-0.8	30.8%	-12.8%	CC(C)CNC(=O)CCCc1ccccc1
-0.5%	-1.4%	-15.6%	-11.1%[59 µM]	-9.0%	-8.6%	1.2	27.0%	1.3%	CCc1ccc(NC(=O)CC2C(=O)N(c3ccc(OC)cc3)C(=O)N2Cc2ccc(OC)cc2)cc1 (stereo not drawn)
i	-1.1%	-0.1%	6.6%[12.7 µM]	-16.8%	?	2.3	7.4%	1.5%	Cc1ccc(NC(=O)C2CCN(S(=O)(=O)c3c(C)n[nH]c3C)CC2)nc1
-0.8%	-8.0%	-7.6%	?	89.1µM*	12.1%	2.3	0.7%	-13.9%	O=C(CNC(=O)c1cccc(-n2cnnn2)c1)Nc1ccc(F)c(F)c1
-10.9%	6.3%	8.1%	0.4%[59 µM]	-8.3%	2.9%	1.2	13.9%	-17.9%	CC(C)CCNC(=O)c1c[nH]c2ccc(S(=O)(=O)Nc3cccc(C(F)(F)F)c3)cc2c1=O

# This is a subset (hit frequency here may not be typical).
